Yfh1-depleted yeast: mitochondrial function rescue without frataxin homolog – Friedreich's ataxia, plus single-dose screen, dose response (AID 1465); S. cerevisiae Yfh1-off respiration, WST-1 reduction, 72 h; higher fold induction means a stronger effect; 0.074% of 220,000 active; fold induction at 50 µM; hits with a dose series show EC50 in µM;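 active = fold induction of absorbance versus untreated yeast above a set limit, then at least 30% activation at any dose in follow-up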;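 note: activators that raise dye reduction in frataxin-depleted yeast; strong numbers were not always called active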
HIV peptide binding: inhibitors of HIV fusion peptide binding, primary screen, biochemical, uHTS, fluorescence dequenching (AID 1986); cell-free peptide binding, fluorescence dequenching, 30 min; higher % means a stronger effect; inhibition, % at 20 µM, or IC50 in µM where a hit was titrated; 0.3% of 290,000 active; in the data active = inhibition mostly above about 52%, no sharp cut-off; inactive = mostly below about 76%; note: some results filed as inactive read as strong as hits
Dynein cargo inh: dynein cargo transport inhibition | z-score, hits read low | 3617.4 mouse cells, GR-EGFP nuclear translocation imaging; test concentration mostly 20 µM; stimulated with dexamethasone, 1 µM; active compounds read low | AID 1381 | 0.47% of 220,000 active;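 active = plate z-score of nuclear minus cytoplasmic receptor signal below a set negative limit, without overly bright fluorescence or cell loss, cut at about -3.5 in these data, passing the limit was not always enough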;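 note: z-score of nuclear minus cytoplasmic ring GR-EGFP intensity difference per well; some compounds called inactive have numbers as strong as hits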
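Buffer or medium: tet-free medium with charcoal-stripped serum / Also added: dexamethasone agonist, 1.0 µM final, for 30 min / Timing: induction 48 h, compound 1 h, agonist 30 min / Measured by: high-content fluorescence imaging after fixation / Read-out: nuclear-to-cytoplasmic GR-EGFP distribution per well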
Autophagy HCS: modulators of autophagy. MEF GFP-LC3 puncta imaging; test concentration mostly 10 µM. calls only at 10 µM (by protocol). 0.98% of 190,000 active. AID 463193;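 active = percentage of spot-positive cells more than 3 SD above its plate mean, without a fluorescence outlier flag or 80% toxicity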;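 note: spot-positive cell cutoff set from DMSO-treated cells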
AID2073: inhibitors of Mint1-CaV2.2 protein interaction, biochemical, HTRF (AID 2073); HTRF protein-protein interaction, Mint1-CaV2.2; higher % means a stronger effect; inhibition, % at 20 µM, or IC50 in µM where a hit was titrated; 0.19% of 290,000 active; in the data active = inhibition mostly above about 51%, no sharp cut-off; note: some results filed as inactive read as strong as hits
Insulin prom up: MIN6 insulin promoter up-regulation. MIN6 insulin promoter-GFP reporter, high-content imaging; active compounds read high. z-score at 5 µM. 0.3% of 190,000 active;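 active = z-score above 3 at 5 µM with at least 500 cells counted in the well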
WT yeast gro inh: growth inhibition of WT yeast, mitochondrial fusion screen | mitochondrial fusion phenotypic screen, WT strain | inhibition, % at 10 µM | 2.1% of 190,000 active; in the data active = inhibition above about 58%; tested in S. cerevisiae
bCat nuc transl: alters nuclear translocation of beta-catenin in HeLa cells. immunofluorescence imaging. nuclear translocation activity, % at 5 µM. 0.3% of 190,000 active;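 active = nuclear translocation activity above 50% at 5 µM, with a well cell count of 50 or more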;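 note: per-cell ratio of nuclear to cytoplasmic median beta-catenin stain intensity; plate controls were DMSO negative control for no effect and GSK-3 inhibitor IX positive control for full effect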
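Assay system: human HeLa cells, native beta-catenin; doses: 5 µM primary, 0.02–20 µM confirmation; incubation: compound treatment 24 h, 37°C, 5% CO2; technique: fluorescence imaging of beta-catenin antibody stain plus DAPI; measure: % activation, nuclear-to-cytoplasmic median beta-catenin signal ratio per cell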
MT stabilizer: microtubule stabilizers in HeLa cells. HeLa tubulin immunostaining HCS, 24 h; share of cells brighter than vehicle mean+2SD. % tubulin-high responders, % at 10 µM. 0.83% of 200,000 active;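 active = plate Z-score above 3 for both tubulin-high and condensed-nucleus cell shares, with cell loss under 80%, at 10 µM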;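 note: anti alpha tubulin signal scored within the nucleus-defined area of each cell; some results filed as inactive read as strong as hits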
WT yeast gro inh mutant strain: also measured in WT yeast gro inh; calls as there; inhibition, %; mitochondrial fusion phenotypic screen, mutant strain inhibition
Dynein cargo inh cytoplasmic EGFP: second read-out of Dynein cargo inh, no call of its own (marks repeat the call); z-score; measured here: cytoplasmic GR-EGFP intensity; active compounds read high
Dynein cargo inh nuclear GR-EGFP: second read-out of Dynein cargo inh, no call of its own (marks repeat the call); z-score; measured here: nuclear GR-EGFP intensity;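 lower value marks the stronger effect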
Dynein cargo inh cell count: recorded beside Dynein cargo inh, whose call it bears; z-score; measured here: cell count per field
Insulin prom up cell count: also measured in Insulin prom up; calls as there; cell count; measured here: cytotoxicity, nuclei count;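 total cells summed across four imaged fields per well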
bCat nuc transl cell count 5 µM: second read-out of bCat nuc transl, no call of its own (marks repeat the call); cell count; measured here: cell count, cytotoxicity flag
MT stabilizer Hoechst-high %: further read-out of MT stabilizer, marked with its call; % Hoechst-high responders; measured here: nuclear condensation Hoechst responders;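 share of cells brighter than vehicle mean plus two SD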
MT stabilizer cytotoxicity %: second read-out of MT stabilizer, no call of its own (marks repeat the call); toxicity, %; measured here: cytotoxicity by cell density;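 0% = mean cell density of plate MIN control wells and 100% = no cells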
Autophagy HCS cell loss 18 h: second read-out of Autophagy HCS, no call of its own (marks repeat the call); toxicity, %; measured here: cell loss, nuclei count;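 cell loss after 18 h compound exposure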
The depositor's hits bear a star; i = inactive; nt = not tested or not shown.

entry | SMILES | Yfh1-depleted yeast | HIV peptide binding | Dynein cargo inh | Dynein cargo inh cytoplasmic EGFP | Dynein cargo inh nuclear GR-EGFP | Dynein cargo inh cell count | Autophagy HCS | Autophagy HCS cell loss 18 h | AID2073 | Insulin prom up | Insulin prom up cell count | WT yeast gro inh | WT yeast gro inh mutant strain | bCat nuc transl | bCat nuc transl cell count 5 µM | MT stabilizer | MT stabilizer Hoechst-high % | MT stabilizer cytotoxicity %
1 | CN1CCN(C(=O)COc2ccc(S(=O)(=O)N(C)Cc3ccccc3)cc2)CC1 | i | -1.3% | 1.17 | -0.215 | 0.632 | -0.671 | i | -8.3 | 1.3% | nt | nt | -0.9 | -11.5 | nt | nt | 2.9 | 2.7 | 4.8
2 | O=C(Nc1cccc(OC(=O)N2CCCCC2)c1)N1CCOCC1 | i | 0.5% | 0.52 | -0.327 | 0.424 | 0.14 | i | -9.2 | -2.3% | 0.01 | 1181 | -11.5 | 18.4 | -0.4 | 1090 | 1.3 | 2.4 | 4.0
3 | Cc1c(NP(=S)(C(C)(C)C)C(C)(C)C)c(=O)n(-c2ccccc2)n1C | i | 0.6% | -0.605 | 0.216 | -0.0142 | 0.901 | i | 0.0 | -2.8% | -0.64 | 1238 | -16.1 | 11.0 | 4.9 | 986 | 4.0 | 1.4 | 5.1
4 | O=C(NCCN1CCOCC1)c1ccc(Cl)nc1 | i | -1.8% | 0.284 | -0.141 | 0.0201 | -1.27 | nt | nt | 19.3% | -0.06 | 853 | nt | nt | 0.4 | 1377 | nt | nt | nt
5 | O=C(NCc1cccnc1)C(Cl)(Cl)Cl | i | 2.1% | -0.0279 | 0.0436 | -0.374 | 0.418 | i | 6.8 | 0.0% | 0.12 | 1338 | 1.7 | -2.8 | -2.1 | 1002 | 1.7 | 2.4 | 5.2
6 | C[N+]1(C)[C@@H]2CC[C@H]1CC(OC(=O)C(CO)c1ccccc1)C2 (stereo partly drawn) | nt | -0.5% | 0.0887 | -0.247 | 0.237 | 0.46 | i | -36.3 | 2.9% | nt | nt | -0.3 | 6.0 | -2.8 | 628 | 1.8 | 2.1 | 4.0
7 | CCOP(=O)(OCC)C(NC(=O)c1ccc(C)cc1)=C(Cl)Cl | i | -0.4% | -0.421 | -0.245 | -0.322 | 1.25 | i | 4.6 | -2.0% | 0.14 | 1609 | 8.0 | 7.1 | -1.3 | 1114 | 4.4 | 2.0 | 0.8
8 | COc1ccc(-n2c(O)c(C=NCCN(C)C)c(=O)[nH]c2=O)cc1 | i | 5.0% | -0.182 | -0.269 | 0.375 | 0.362 | nt | nt | 3.3% | 0.6 | 1182 | nt | nt | -0.2 | 1315 | nt | nt | nt
9 | O=c1c2ccccc2nc(/C=C/c2ccco2)n1-c1ccccc1O | i | 28.8% | -1.86 | -0.214 | -0.852 | 0.946 | nt | nt | -5.7% | nt | nt | nt | nt | 1.0 | 1327 | nt | nt | nt
10 | CCc1nnc(NS(=O)(=O)c2ccc(N=Cc3c(O)n(-c4ccccc4)c(=O)[nH]c3=O)cc2)s1 | i | 88.4% | 2.19 | -0.298 | 1.3 | -1.93 | i | 6.8 | 10.2% | 0.68 | 1331 | 6.3 | -11.3 | -3.0 | 1151 | 1.4 | 2.5 | 13.1
11 | Cc1nn(Cc2ccccc2)c(C)c1C(=O)OCC(=O)Nc1cccc(S(N)(=O)=O)c1 | i | 1.0% | 0.139 | -0.337 | -0.428 | -0.514 | i | -3.8 | 10.4% | 0.36 | 1223 | -10.7 | -5.0 | -2.7 | 1119 | 2.5 | 1.9 | 7.8
12 | COc1ccc(/C=C2/C(=O)NC(=O)N(c3ccccc3)C2=O)cc1CN1C(=O)c2ccccc2C1=O | i | 15.4% | 1.02 | -0.242 | 1.25 | -1.21 | nt | nt | 16.6% | 0.12 | 1079 | nt | nt | -0.2 | 1354 | nt | nt | nt
13 | O=C1N(c2ccccc2)C(c2cccnc2)N2CCCN12 (stereo not drawn) | i | -0.8% | 0.338 | -0.245 | 0.366 | -0.327 | i | 28.5 | -4.4% | -0.11 | 1248 | 2.4 | 12.0 | -1.9 | 1122 | 3.9 | 2.9 | 8.8
14 | O=P1(Nc2cccnc2)COc2ccccc2OC1 | i | -0.3% | -0.35 | 0.005 | -0.181 | 0.345 | i | 2.9 | -2.1% | 0.1 | 1310 | -1.9 | -13.1 | 0.8 | 1083 | 5.1 | 2.3 | 7.0
15 | CON(C)C(=O)Nc1ccc(Cl)cc1 | i | 3.0% | 0.412 | -0.259 | 0.0062 | -0.157 | i | 5.4 | 14.4% | 0.76 | 1163 | -5.0 | 6.8 | 2.2 | 932 | 2.3 | 2.4 | 4.3
16 | O=C1CC(=O)N(c2ccc(Cl)cc2Cl)C(=O)N1 | i | 0.2% | 1.04 | -0.224 | 1.16 | -0.795 | i | -2.4 | 2.2% | -0.3 | 1187 | 6.3 | -0.8 | -6.4 | 1060 | 1.8 | 1.4 | 6.6
17 | O=C1c2cccc3cccc(c23)C(=O)N1/N=C/c1c(O)n(-c2ccccc2)c(=O)[nH]c1=O | i | 18.8% | 0.416 | -0.172 | 0.708 | -0.581 | i | 20.1 | 7.9% | 0.36 | 1482 | 6.5 | 17.2 | -0.2 | 1517 | 3.2 | 1.4 | 0.4
18 | Fc1ccc(CCNCc2ccc(Cl)c(Cl)c2)cc1 | i | -0.3% | 0.816 | -0.203 | 1.06 | -1.26 | i | 10.2 | -10.3% | -0.23 | 1639 | 71.1 | 84.4 | -1.1 | 1417 | 3.0 | 1.8 | 6.2
19 | O=c1[nH]c(O)c(N=Nc2ccc(S(=O)(=O)N3CCOCC3)cc2)c(=O)[nH]1 | i | -0.5% | 0.774 | -0.231 | 0.889 | 0.661 | i | 24.0 | -3.7% | -0.38 | 1596 | -3.4 | -3.6 | -1.5 | 973 | 3.6 | 1.0 | 2.5
20 | CN(CCc1ccccc1)Cc1ccccc1[N+](=O)[O-] | nt | 2.0% | -0.381 | -0.191 | -0.402 | 0.865 | i | -35.5 | -3.5% | -1.09 | 666 | 5.9 | 10.9 | -0.8 | 971 | 2.5 | 2.5 | 5.6
21 | CCCCN(Cc1ccccc1)C1CCN(CCc2ccccc2)CC1 | i | 3.7% | -0.583 | -0.148 | -0.572 | 0.685 | i | -5.3 | -6.8% | -0.72 | 2169 | 20.9 | 25.0 | 1.4 | 915 | 3.8 | 2.3 | 6.6
22 | CCC(C)n1c(C)cc(C(N)=O)c1C (stereo not drawn) | i | -1.1% | -0.944 | -0.0974 | 0.037 | 1.08 | i | -2.3 | -0.8% | 0.17 | 1196 | -14.4 | 4.3 | -4.0 | 994 | 4.4 | 2.8 | 8.7
23 | O=c1c2cc(Br)ccc2[nH]c(=S)n1-c1ccccc1 | i | -1.4% | -0.887 | -0.322 | -0.369 | 0.608 | i | 2.2 | 5.5% | 1.16 | 1043 | -6.0 | -19.7 | -4.0 | 981 | 3.2 | 2.2 | 11.0
24 | COc1ccc(N2C(=O)CC(N3CC=C(c4ccccc4)CC3)C2=O)cc1 (stereo not drawn) | i | 8.5% | -1.37 | -0.139 | -0.522 | 0.896 | i | -0.3 | 7.2% | -0.02 | 2034 | 6.2 | 5.4 | -3.3 | 1138 | 2.9 | 3.5 | 10.4
25 | c1ccc2c(CCNC3CCCCC3)c[nH]c2c1 | i | -2.1% | -0.0387 | -0.277 | -0.00421 | -0.633 | i | -1.4 | -1.4% | 0.17 | 1611 | -8.1 | 3.4 | -0.3 | 945 | 3.7 | 1.9 | 6.7
26 | CCCCn1c(=O)c(C(=O)NCc2ccco2)c(O)c2ccccc21 | i | 4.7% | -0.796 | -0.229 | -0.446 | 0.733 | i | -1.5 | 10.9% | -0.66 | 1173 | -6.6 | -12.4 | -3.3 | 1101 | 2.3 | 1.9 | 5.4
27 | CCN1CCN(c2ccc(N)cc2)CC1 | i | 0.6% | -0.711 | -0.256 | -0.239 | 0.422 | i | -10.7 | -12.0% | 0.5 | 1307 | 6.2 | 6.7 | -0.9 | 1040 | 1.8 | 1.7 | 9.0
28 | CCCCn1c(=O)c(C=Nc2ccc(Cl)cc2)c(O)n(Cc2ccco2)c1=O | i | -2.4% | -0.427 | -0.261 | 0.373 | 0.185 | i | 12.9 | -7.9% | -0.27 | 1375 | 26.1 | 8.7 | 2.0 | 576 | 2.5 | 4.0 | 6.1
29 | Cc1ccc2nc3c(cc2c1)CC1(C(=O)N(C)C(=O)N(C)C1=O)C1COCCN31 (stereo not drawn) | i | 3.8% | -0.115 | -0.225 | 0.252 | 0.1 | i | 7.8 | 4.9% | -0.58 | 1422 | -0.3 | 13.3 | 1.3 | 1086 | 3.2 | 1.6 | 11.3
30 | CC(=NCCCN1CCOCC1)c1c(O)n(Cc2ccccc2)c(=O)[nH]c1=O | i | -0.3% | -0.121 | -0.204 | 0.0486 | 1.33 | i | 15.0 | 2.3% | 0.03 | 1087 | 5.5 | 0.8 | -2.6 | 725 | 1.7 | 1.6 | 7.7
31 | COc1ccc(CC2(CCc3ccccn3)C(=O)NC(=O)N(c3ccccc3C)C2=O)cc1OC (stereo not drawn) | i | 1.2% | 0.236 | -0.237 | 0.157 | -0.0127 | i | -4.9 | -2.8% | 0.06 | 1146 | 4.8 | -2.4 | 1.4 | 1498 | 3.8 | 3.0 | 3.4

Screening data as filed in PubChem.

An excerpt (hit frequency here may not be typical).
